Compound activity deposited in PubChem BioAssay by National Center for Advancing Translational Sciences (NCATS).
IP6K1 inhibitor: inhibitors of human IP6K1 | Q92551 | IP6K1 kinase, ADP-Glo luminescence, 2 h; active compounds read low | activity change, % (series mostly up to about 58 µM) | actives 0.81% (n = 140,000) | AID 1645851; in the data active = activity change below about -25%
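ADP-Glo luminescence measures ADP made by human IP6K1 during a 2 h RT reaction with ATP/IP6 (mix at 1.3 mM/130 uM); top library doses 57.5 and 19.1 uM final.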
SNCA viab count: counter-screen for SNCA expression inhibitors: cell viability. HEK-293-SNCA-luc viability, GF-AFC fluorescence, 24 h. Potency, µM (titrated, usually from 57.1 µM), for inactives: at the top dose activity change, negative = cytotoxicity, usual class: cytotoxic. actives 0.12% (n = 150,000). AID 1671193;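 note: potency is the fitted concentration of half-maximal effect; 0% = DMSO-treated cells and -100% = medium-only wells without cells; nearly all actives have a fitted effect of over 30% in size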
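HEK-293-SNCA-luc cells (1500/well) plated 24 h, then exposed 24 h to a dilution series; GF-AFC added 30 min at 37C, fluorescence 405/540 nm; normalised to medium-only and DMSO wells, Hill fit.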
GPT2 inh: GPT2 alanine aminotransferase inhibition | Q8TD30 | Recombinant GPT2, coupled pyruvate oxidase/HRP Amplex Red fluorescence | Potency, µM (doses to about 57.7 µM), for the others: at the highest dose activity change, negative = inhibition, hits mostly inhibitors | actives 0.25% (n = 100,000) | AID 1671188; note: potency is the fitted concentration of half-maximal effect; nearly all actives have a fitted effect of over 60% in size; many of its hits are not listed in these tables
Target sequence (Q8TD30 whole entry, looked up): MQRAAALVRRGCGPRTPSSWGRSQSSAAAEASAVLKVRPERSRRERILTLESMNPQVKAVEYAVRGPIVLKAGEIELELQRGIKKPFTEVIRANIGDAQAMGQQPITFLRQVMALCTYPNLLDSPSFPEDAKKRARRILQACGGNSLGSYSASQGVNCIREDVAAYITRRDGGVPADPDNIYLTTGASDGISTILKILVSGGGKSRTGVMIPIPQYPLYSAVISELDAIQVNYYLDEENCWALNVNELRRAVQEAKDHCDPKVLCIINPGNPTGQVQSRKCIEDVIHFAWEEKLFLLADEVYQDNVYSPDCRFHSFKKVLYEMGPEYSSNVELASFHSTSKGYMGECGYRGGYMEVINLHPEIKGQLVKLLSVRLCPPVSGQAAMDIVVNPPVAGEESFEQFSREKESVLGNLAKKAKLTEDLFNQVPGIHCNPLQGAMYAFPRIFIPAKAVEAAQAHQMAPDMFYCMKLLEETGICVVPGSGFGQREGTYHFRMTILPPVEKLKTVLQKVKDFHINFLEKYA
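GPT2 10ng/uL, a-KG 250uM, L-Ala 2mM, HEPES pH7.5 + 0.0001% Tween; 30 min RT. Then Amplex mix (PO/HRP/ThPP), 30 min RT dark, fluorescence. AOA 50uM used as positive control.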
SNCA expr inh: inhibitors of alpha-synuclein (SNCA) gene expression; HEK-293 SNCA-luciferase knock-in, luminescence, 24 h; Potency, µM (top dose mostly 57.2 µM), without a hit: at the top dose activity change, negative = inhibition, actives largely listed as inhibitors; actives 0.17% (n = 140,000); AID 1671194;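 note: potency is the fitted concentration of half-maximal effect; plate controls were DMSO cells for no effect and cell-free wells for full effect; nearly all actives have a fitted effect of over 45% in size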
HEK cytotox: cytotoxic compounds in HEK 293 cells. HEK 293 viability, ATP luminescence (CellTiter-Glo), 48-72 h. Potency, µM (doses to about 115 µM), without a hit: top-dose activity change, negative = cytotoxicity, actives largely listed as inhibitors. actives 6.6% (n = 94,000). AID 1345083; note: potency is the fitted concentration of half-maximal effect; nearly all actives have a fitted effect of over 60% in size
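HEK 293 cells at 250 cells/well were exposed to compounds by pintool transfer for 48 or 72 hr at 37 degree Celsius, 5% CO2. Viability was read as ATP-coupled luminescence with CellTiter-Glo after 10 min at room temperature.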
FLuc inh: blocks purified firefly luciferase enzyme activity | P08659 | Potency, µM (top dose mostly 115 µM), without a hit: at the top dose activity change, negative = inhibition, hits mostly inhibitors | purified P. pyralis luciferase, luminescence, biochemical | AID 1347043 | actives 2.5% (n = 76,000); note: potency is the fitted concentration of half-maximal effect; nearly all actives have a fitted effect of over 65% in size
Target sequence (P08659 whole entry, looked up): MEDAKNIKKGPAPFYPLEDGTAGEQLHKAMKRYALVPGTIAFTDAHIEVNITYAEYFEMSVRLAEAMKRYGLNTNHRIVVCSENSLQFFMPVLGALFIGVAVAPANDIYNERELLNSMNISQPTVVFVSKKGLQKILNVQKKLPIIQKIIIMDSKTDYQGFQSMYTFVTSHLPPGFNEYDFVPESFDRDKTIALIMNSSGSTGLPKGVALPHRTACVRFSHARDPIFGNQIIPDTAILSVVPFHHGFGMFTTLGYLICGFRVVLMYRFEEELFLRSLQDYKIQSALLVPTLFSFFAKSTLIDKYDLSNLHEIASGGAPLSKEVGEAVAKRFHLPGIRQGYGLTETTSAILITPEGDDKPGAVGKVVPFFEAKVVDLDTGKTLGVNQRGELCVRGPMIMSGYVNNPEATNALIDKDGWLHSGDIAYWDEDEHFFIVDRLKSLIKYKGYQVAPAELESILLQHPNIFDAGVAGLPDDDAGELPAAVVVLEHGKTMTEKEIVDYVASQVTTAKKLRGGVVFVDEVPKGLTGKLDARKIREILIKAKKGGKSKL
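Inhibitors were tested against purified firefly luciferase in a biochemical, low-substrate format (both substrates at 10uM) and luminescence measured with a CCD imager.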
NIH3T3 tox: NIH 3T3 cell cytotoxicity; actives 4.3% (n = 94,000); Potency, µM (top dose mostly 96.7 µM), without a hit: at the top dose activity change, negative = cytotoxicity, most hits filed as inhibitors; AID 1345082; NIH 3T3 viability, CellTiter-Glo ATP luminescence, 48-72 h; note: potency is the fitted concentration of half-maximal effect; nearly all actives have a fitted effect of over 55% in size
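Cells were seeded at 400 per well, treated with pin-transferred compound, and kept 48 or 72 hr at 37 °C before CellTiter-Glo addition and luminescence imaging of cellular ATP.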
The depositor's hits bear a star; i = inactive; ? = inconclusive; · = no result given; [ ] = dose if it differs, or a comment. Unless noted, calls come from the whole dose curve; as a rule, active = well fitted curve in the direction sought with a large enough effect; inconclusive = small, poorly fitted or top-dose-only effect, or another doubt; inactive = no such curve, though single readings can be large; an effect the other way counts as inactive or inconclusive. Unless noted, % is set by controls: 0 for no effect and ±100 for the full control effect.

Values in the order – IP6K1 inhibitor | SNCA viab count | GPT2 inh | SNCA expr inh | HEK cytotox | FLuc inh | NIH3T3 tox
O=C(C1CC1)N1CCCC(C(=O)N2CCCC(c3nc4ccncc4[nH]3)C2)C1 (centres undefined)
    -3.5 | 3.2% | i | -29.7% | i | · | -1.8%
COc1ccc(NC(=O)c2ccco2)cc1NC(=O)COc1ccc(C)c(C)c1
    16.4 | -15.4% | · | 11.3% | · | · | ·
CCc1ccc(NC(=O)CSc2nc3c([nH]c4ccccc43)c(=O)n2-c2cccc(OC)c2)cc1
    -20.5 | -3.5% | · | 10.6% | · | · | ·
O=C1OC[C@@H]2CCN(Cc3cccnc3)Cc3ccc(F)cc3N12
    -2.3 | -4.1%[87.6 µM] | -6.4%[88.5 µM] | -14.8%[87.6 µM] | i | -1.4%[172 µM] | i
Cc1c(Cl)cccc1NC(=O)Cn1c(=O)n(Cc2ccco2)c(=O)c2sc3ccccc3c21
    3.7 | -2.4% | · | -11.2% | · | · | ·
CCCCSCc1cc(C(=O)N2Cc3nnc(C)n3C(C)C2)oc1C (centres undefined)
    -15.6 | -3.6% | i | 21.4% | -22.8% | -7.9% | -19.9%
Cc1ccccc1Cn1c(=O)n(CCc2ccccc2)c(=O)c2ccccc21
    -14.2 | 22.8% | · | 10.3% | · | · | ·
C=CCNC(=O)C1CCN(C(=O)N2CC3CC(C2)[C@H]2CCCC(=O)N2C3)CC1 (some centres undefined)
    8.8 | -1.3% | -3.5% | 46.9%[activator] | 4.9% | 0.0% | i
O=[S+]1([O-])NCC2(CCN(Cc3ccc(OC(F)(F)F)cc3)CC2)Nc2ccccc21
    17.3 | 6.1% | 2.3% | -29.7% | 39.8µM* | 0.4% | ?
COc1ccc(CN2C(=O)CO[C@H](c3ccc(NC(=O)c4ccc(F)cc4)cc3)[C@H]2CO)cc1
    -1.5 | 3.2% | i | -24.8% | ? | -26.2% | ?
CCc1cccc(C)c1Nc1c(-c2ccsc2)nc2ncccn12
    1.8 | 3.4% | · | ? | · | · | ·
CCOC(=O)c1ccc(NC(=O)c2csc3c2CCCC3)cc1
    -32.9* | 0.2% | · | 90.5%[activator] | · | · | ·
CC(=O)N1CCCN(C(=O)c2cc(-c3cc(Cl)cc(Cl)c3)nc3c2cnn3C)CC1
    2.8 | · | · | · | 79.4µM* | · | ?
CCC1CN(C(=O)N2CCC(C(=O)NCCc3ccccc3Cl)CC2)c2cc(C)ccc2O1 (centres undefined)
    24.6 | ? | · | ? | · | · | ·
CN(CC1CCOC1)C(=O)c1ccco1 (centres undefined)
    17.8 | 3.5% | i | -9.0% | 12.1% | -2.4% | i
CCCSc1nc2sc3c(c2c(=O)n1Cc1ccccc1)CC(C)(CC)OC3 (centres undefined)
    16.7 | 6.2% | · | -2.5% | · | · | ·
CCN(CCOC)C(=O)c1coc(COc2ccc3sc(C)nc3c2)n1
    2.9 | 6.3% | i | 6.8% | ? | -1.7% | -25.9%
Cn1cc(CN2CCN(Cc3ccccc3)CC2)ccc1=O
    -2.4 | -5.9% | i | ? | -24.9% | 4.7% | -19.3%
O=C(NCc1ccc(F)cc1)c1ccc2c(c1)nc1n2CCCCC1
    -2.0 | 3.4% | · | 105.7%[activator] | · | · | ·
O=C(N[C@H]1C[C@H]2C(=O)Nc3cc(Cl)ccc3C(=O)N2C1)c1ccccc1
    -9.8 | -1.1%[87.6 µM] | -28.2%[88.5 µM] | 11.0%[87.6 µM] | -9.1%[172 µM] | 4.6%[172 µM] | -0.8%[174 µM]
O=C(CC1N=C2c3ccccc3N=C(SCc3ccccc3Cl)N2C1=O)NCCc1ccccc1 (centres undefined)
    36.4 | -15.8% | · | 24.3% | · | · | ·
CN(Cc1ccc(F)cc1)C(=O)C1(c2ccc(Cl)cc2)CCOCC1
    -19.8 | -9.4% | 1.8% | 7.9% | ? | · | ?
Cc1ccc(-c2ccc3ncc4c(c3n2)n(C2CCN(C(=O)[C@H](C)O)CC2)c(=O)n4C)cn1
    -6.6 | ? | ? | · | · | · | ·
COc1ccc(C2C(C(=O)Nc3ccccc3)=C(C)Nc3nc(-c4ccccc4Cl)nn32)cc1OC (centres undefined)
    -10.1 | -7.0% | · | 4.0% | · | · | ·
Cc1ccc(C)c(CN2C(=O)CSc3ccc(C(=O)NCc4ccc(F)cc4)cc32)c1
    -8.3 | -5.3% | · | 5.6% | · | · | ·
CCCOc1cccc(C(=O)Nc2ccc(-c3nc4ccccc4s3)c(Cl)c2)c1
    -7.7 | 0.5% | · | 26.5% | · | · | ·
COC(=O)c1cc2sc(C)cc2n1Cc1ccc(F)cc1Cl
    -0.1 | 1.4% | · | -7.9% | · | · | ·
O=C(NCc1ccc(F)cc1)N1CCC2(CC1)CC(N1CCCCC1)CCO2 (centres undefined)
    -7.4 | 4.5% | -12.4% | 9.6% | -10.8% | -0.7% | -7.9%
CCn1ccc(C(=O)N2CCC(Oc3ccccc3-c3nc(C)no3)C2)n1 (centres undefined)
    -0.7 | 1.7% | i | 17.1% | 3.5% | 0.0% | -20.8%
Cc1cc(NS(=O)(=O)c2ccc3nc(-c4ccccc4)[nH]c3c2)ccc1Br
    -12.8 | -19.2% | · | ? | · | · | ·

A run of entries from further up, for reference:
Values in the order – IP6K1 inhibitor | SNCA viab count | GPT2 inh | SNCA expr inh | HEK cytotox | FLuc inh | NIH3T3 tox
O=C(C1CC1)N1CCCC(C(=O)N2CCCC(c3nc4ccncc4[nH]3)C2)C1 (centres undefined)
    -3.5 | 3.2% | i | -29.7% | i | · | -1.8%
COc1ccc(NC(=O)c2ccco2)cc1NC(=O)COc1ccc(C)c(C)c1
    16.4 | -15.4% | · | 11.3% | · | · | ·
CCc1ccc(NC(=O)CSc2nc3c([nH]c4ccccc43)c(=O)n2-c2cccc(OC)c2)cc1
    -20.5 | -3.5% | · | 10.6% | · | · | ·
O=C1OC[C@@H]2CCN(Cc3cccnc3)Cc3ccc(F)cc3N12
    -2.3 | -4.1%[87.6 µM] | -6.4%[88.5 µM] | -14.8%[87.6 µM] | i | -1.4%[172 µM] | i
Cc1c(Cl)cccc1NC(=O)Cn1c(=O)n(Cc2ccco2)c(=O)c2sc3ccccc3c21
    3.7 | -2.4% | · | -11.2% | · | · | ·
CCCCSCc1cc(C(=O)N2Cc3nnc(C)n3C(C)C2)oc1C (centres undefined)
    -15.6 | -3.6% | i | 21.4% | -22.8% | -7.9% | -19.9%
Cc1ccccc1Cn1c(=O)n(CCc2ccccc2)c(=O)c2ccccc21
    -14.2 | 22.8% | · | 10.3% | · | · | ·
C=CCNC(=O)C1CCN(C(=O)N2CC3CC(C2)[C@H]2CCCC(=O)N2C3)CC1 (some centres undefined)
    8.8 | -1.3% | -3.5% | 46.9%[activator] | 4.9% | 0.0% | i
O=[S+]1([O-])NCC2(CCN(Cc3ccc(OC(F)(F)F)cc3)CC2)Nc2ccccc21
    17.3 | 6.1% | 2.3% | -29.7% | 39.8µM* | 0.4% | ?

Following part.
Values in the order – IP6K1 inhibitor | SNCA viab count | GPT2 inh | SNCA expr inh | HEK cytotox | FLuc inh | NIH3T3 tox
COCCCNc1ncnc2c1CN(C1CCCNC1)C(=O)CN2C (centres undefined)
    -6.3 | 2.5% | -3.9% | 6.6% | 3.3% | · | -1.6%
O=C(C1CCCO1)N1CCc2c(n(Cc3ccccc3)n(-c3ccccc3)c2=O)C1 (centres undefined)
    14.4 | 1.4%[87.6 µM] | 0.0%[88.5 µM] | 13.2%[87.6 µM] | -5.7%[172 µM] | -1.9%[172 µM] | 31.6µM*
CCOc1ccc(C(=O)Nc2cc(NC(=O)c3ccco3)ccc2OC)cc1Br
    12.1 | 10.8% | · | 13.2% | · | · | ·
Cc1ccc(NC2=N[C@H]3[C@@H](O)[C@H](O)C[C@H](C(=O)N(C)Cc4ccccc4)[C@H]3S2)cc1
    -8.0 | 4.3%[87.6 µM] | ? | 2.4%[87.6 µM] | 3.4%[172 µM] | 31.6µM* | -0.6%[174 µM]
COc1ccc(N2CC3(COCC2=O)CN(c2ccc(C(F)(F)F)cn2)C3)cc1
    5.5 | -2.4%[87.6 µM] | -13.3%[88.5 µM] | 2.6%[87.6 µM] | ? | 2.7%[172 µM] | -23.8%[138 µM]
COc1ccccc1NC(=O)Cn1c(=O)n(CCc2ccccc2)c(=O)c2sc3ccccc3c21
    13.3 | 0.0% | · | 76.1%[activator] | · | · | ·
CCn1ncc(CN2CCCCCNC(=O)CC2c2ccccc2)c1C (centres undefined)
    7.9 | ? | -4.5% | ? | -7.7% | -5.8% | -1.6%
CCC(Sc1nc2ccccc2c2nc(CCc3c(C)n[nH]c3C)nn12)C(=O)Nc1ccccc1F (centres undefined)
    38.5 | -24.3% | · | 5.5% | · | · | ·
COc1ccc(NC(=O)N2CC3CC(C2)[C@H]2CCCC(=O)N2C3)cc1OC (some centres undefined)
    21.0 | -3.5% | -16.5% | -5.7% | -0.6% | 1.3% | i
Cc1cc(C)n(CCC(=O)N[C@@H]2CN(c3ccncn3)C[C@H]2CN(C)C)n1
    -3.8 | -2.3% | i | -7.0% | -0.7% | 1.3% | 0.3%
CN1N=C(C(=O)N2CCOC(Cc3cccc4ccccc34)C2)CCC1=O (centres undefined)
    0.6 | 3.9% | i | 1.5% | -4.5% | -20.7% | ?
CCOC(=O)C1CCN(C(=O)c2nc3sccn3c2-c2ccc(C(F)(F)F)cc2)CC1
    8.5 | ? | i | -4.3% | -26.5% | · | ?
CCS(=O)(=O)CCSc1nc(-c2ccc(Br)cc2)cc(-c2ccccc2)c1C#N
    12.7 | -6.8% | · | -4.9% | · | · | ·
C=CCN(C)C(=O)C[C@@H]1c2nc(NC(=O)c3cccc(F)c3)sc2C[C@@H]2[C@](C)(CO)[C@H](O)CC[C@]21C
    -13.5 | -14.6% | -3.4% | -17.6% | ? | -5.5% | -25.6%
CC(C)Sc1ncc(Cl)c(C(=O)Nc2ccc(S(=O)(=O)Nc3ncccn3)cc2)n1
    -18.0 | 10.9% | · | ? | · | · | ·
Cc1ccc(C(=O)NC2CCN(c3cc(-c4ccc(F)cc4)[nH]n3)CC2)cc1
    23.0 | 3.0% | i | -0.7% | -22.2% | -5.7% | -24.9%
COc1cc(NC(=O)Cn2c(=O)n(CC3CCC(C(=O)NCCc4ccccc4)CC3)c(=O)c3ccccc32)cc(OC)c1 (centres undefined)
    14.1 | 3.8% | · | 31.4%[activator] | · | · | ·
Cc1noc([C@@H]2CC(F)(F)CN2C(=O)c2cocn2)n1
    -6.9 | -5.9% | i | 18.4% | 0.0% | 0.4% | i
O=C(NCCCc1ccccc1)[C@@H]1CCCN1c1nccc(Nc2ccccc2Cl)n1
    1.2 | -3.3%[12.5 µM] | i | -6.4% | ? | · | ?
CCOC(=O)c1cc(-c2ccc(F)cc2)n(CCC(=O)Nc2ccccc2OC)c1C
    22.6 | -5.9% | · | ? | · | · | ·
CC(C(=O)NCc1ccc(Cl)cc1)n1ccc2cc(S(=O)(=O)N3CCCCCC3)ccc21 (centres undefined)
    38.8 | -16.4% | · | -19.4% | · | · | ·
